Source: PubChem BioAssay
GRK2 aptamer HTS: inhibitors of human GRK2 displacing RNA aptamer; inhibition of aptamer binding, % at 10 µM; 330,000 tested, 0.59% active; P25098; bead flow cytometry, FAM-aptamer displacement from GRK2;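 active = inhibition of aptamer binding above 40%, roughly 3 SD of noise, on plates passing a quality check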;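 note: median bead fluorescence of bound FAM aptamer so fluorescent compounds give negative values; no value below 0 was filed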
proCasp7 act: activates human procaspase-7, counter-screen for procaspase-3 activators; recombinant procaspase-7, Ac-DEVD-pNA absorbance 405 nm; D23A/D198A/D206A triple mutant, cannot self-cleave; scale: DMSO 0, 5 µM enzyme 100; activation, % at 8.5 µM; 330,000 tested, 0.093% active; AID 463210;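 active = percent activation above the screen-wide mean plus 3 SD, cut at about 25% in these data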
Target sequence (P55210 whole entry D23A/D198A/D206A): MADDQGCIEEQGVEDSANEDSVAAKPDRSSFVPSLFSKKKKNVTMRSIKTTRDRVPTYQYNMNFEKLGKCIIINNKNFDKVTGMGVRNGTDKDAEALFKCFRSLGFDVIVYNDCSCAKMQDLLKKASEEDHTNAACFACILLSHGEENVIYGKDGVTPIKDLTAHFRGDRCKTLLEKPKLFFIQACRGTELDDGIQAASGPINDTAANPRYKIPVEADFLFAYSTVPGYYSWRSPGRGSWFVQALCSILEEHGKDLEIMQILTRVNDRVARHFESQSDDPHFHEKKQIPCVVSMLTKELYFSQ
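signal = Epi-absorbance of released pNA at 405 nm, two timepoints | assay system = Uncleavable procaspase-7 mutant enzyme | reagent = Ac-DEVD-pNA substrate, 400 µM as added | times = 1 h enzyme–compound preincubation and 2 h substrate reaction, both 25 °C | benchmarks = low DMSO alone, high DMSO plus 5 µM PC-7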
proCasp3 act: activates human procaspase-3; P42574; activation, % at 8.5 µM; 330,000 tested, 0.11% active; recombinant procaspase-3 D3A, Ac-DEVD-pNA absorbance 405 nm; AID 463141;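 active = activation above the mean of all tested compounds plus 3 SD, cut at about 21% in these data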;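 note: 0% = DMSO alone and 100% = DMSO wells spiked with extra 5 µM PC-3 D3A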
Target sequence (P42574 whole entry D9A/D28A/D175A): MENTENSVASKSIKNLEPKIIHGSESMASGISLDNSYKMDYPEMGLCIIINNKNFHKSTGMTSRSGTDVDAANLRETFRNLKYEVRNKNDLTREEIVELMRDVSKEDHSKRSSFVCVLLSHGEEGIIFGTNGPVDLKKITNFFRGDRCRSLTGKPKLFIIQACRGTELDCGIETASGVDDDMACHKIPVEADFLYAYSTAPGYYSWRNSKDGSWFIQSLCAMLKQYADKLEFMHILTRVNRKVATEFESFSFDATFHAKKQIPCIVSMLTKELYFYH
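Test system: Procaspase-3 D3A mutant, all three cleavage aspartates alanine | Dosing: Single dose, 8.5 µM nominal compound, 0.8% DMSO | Schedule: 1 h preincubation, 2 h reaction | Technique: 405 nm absorbance of p-nitroaniline, reads at 0 and 120 min | Repeats: One well per compound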
Fh CTSL1 inh: cathepsin L1 inhibition, PFM18AAP counter-screen; inhibition, % at 5.96 µM; AID 1906; 300,000 tested, 0.49% active; recombinant F. hepatica cathepsin L1, Z-Leu-Arg-MCA fluorescence;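 active = inhibition above the mean of all tested compounds plus 3 SD, set per screening campaign, cut at about 17% in these data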;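 note: 0% = plate median of test compound wells and 100% = 1 µM Z-Phe-Ala-diazomethylketone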
VLA-4 inh: inhibition in a human VLA-4 binding assay | inhibition, % (about 7 µM as worked out from the volumes in the protocol) | AID 2557 | 330,000 tested, 0.2% active | P13612 | VLA-4 expressing cells, ligand binding flow cytometry; in the data active = inhibition above about 50%
GASC-1 inh: blocks human GASC-1 demethylase activity; 330,000 tested, 0.069% active; Q9H3R0; GST-JMJD2C(1-420) H3K9me3 demethylation, DELFIA europium; inhibition, % at 2.35 µM;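 active = more than half of a compound's replicate wells show inhibition beyond 50%, single wells judged on their own value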;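 note: signal counts dimethyl H3K9 product captured on neutravidin plate; 0% = median of DMSO wells and 100% = 0.3 times that DMSO median; strong numbers were not always called active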
Target sequence (Q9H3R0 1-420 limits assumed): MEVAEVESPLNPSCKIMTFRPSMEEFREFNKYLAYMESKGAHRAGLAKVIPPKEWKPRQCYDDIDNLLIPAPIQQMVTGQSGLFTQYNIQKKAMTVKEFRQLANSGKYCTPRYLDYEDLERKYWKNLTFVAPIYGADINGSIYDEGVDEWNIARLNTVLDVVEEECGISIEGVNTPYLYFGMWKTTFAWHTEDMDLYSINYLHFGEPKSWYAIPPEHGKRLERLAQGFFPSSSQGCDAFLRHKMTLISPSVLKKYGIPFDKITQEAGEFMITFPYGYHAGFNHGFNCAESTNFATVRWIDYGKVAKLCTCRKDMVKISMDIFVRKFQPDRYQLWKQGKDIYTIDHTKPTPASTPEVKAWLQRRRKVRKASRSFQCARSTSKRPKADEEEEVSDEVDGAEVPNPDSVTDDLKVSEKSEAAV
PP1 counter: PP1-alpha (human) inhibition in PP5 counter-screen; P62136; inhibition, % at 6.7 µM; purified PP1alpha, OMFP fluorescence; 320,000 tested, 0.9% active;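 active = inhibition above the mean inhibition of all tested compounds plus 3 SD, computed separately for each screening campaign, cut at about 15% in these data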
core dimer inh: HCV core protein dimerization inhibition. AID 1899. TR-FRET GST/Flag-core106 dimerization, 1536-well. inhibition, % at 5 µM. 300,000 tested, 0.33% active;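 active = inhibition above the mean of all tested compounds plus 3 SD, set per screening campaign, cut at about 45% in these data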
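assay system = GST-tagged and Flag-tagged HCV core protein residues 1-106 | controls = unlabelled core106 and no-GST-core106 wells | incubation = compound-protein-antibody incubation 4 h at 22.5 °C | probe or stimulus = Eu donor and XL665 acceptor anti-tag antibodies | read-out = % inhibition based on acceptor/donor emission ratio | signal = TR-FRET 671 and 617 nm emission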
PP5 primary: blocks human protein phosphatase 5 activity; P53041; purified PP5c, OMFP substrate fluorescence; inhibition, % at 6.7 µM; 320,000 tested, 0.18% active; AID 1987;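 active = inhibition above the campaign's mean inhibition across all tested compounds plus 3 SD, cut at about 9.5% in these data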;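 note: 0% = DMSO only and 100% = 100 µM cantharidin control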
Starred values were filed as active, the others as inactive; i = inactive; x = not tested or not shown.

mol,PP5 primary,proCasp7 act,GASC-1 inh,VLA-4 inh,core dimer inh,Fh CTSL1 inh,GRK2 aptamer HTS,PP1 counter,proCasp3 act
CCC(C(=O)NCC1CCCO1)N(Cc1ccccc1)C(=O)CNS(=O)(=O)c1ccccc1 (stereo not drawn),0.9,-2,2,1,-2,-3,1,0,-8
O=C(CNC(=O)C12CC3CC(CC(C3)C1)C2)OCc1ccc(F)cc1Cl,-0.6,1,x,-76,x,x,1,-3,-2
CCCCn1c(N)c(N(CCOC)C(=O)CSCc2ccc(C)cc2)c(=O)[nH]c1=O,-0.2,-3,-7,4,-4,0,4,-3,-1
CCCCN(Cc1ccc(C(=O)N[C@H](C(=O)O)C(C)C)cc1)C(=O)C(c1ccccc1)c1ccccc1,5.0,-7,-19,-3,-104,3,0,-3,0
COc1ccc(NC(=O)c2ccccc2NC(=O)COc2ccccc2)cc1,2.0,0,-5,25,14,1,0,-3,0
COc1ccc(-n2c(SCC(=O)NCC3CCCO3)nc3c(c2=O)SC(C)C3)cc1 (stereo not drawn),2.0,-3,-9,6,-6,0,1,-7,-2
COc1cccc(CC(=O)OCC(=O)NCC(=O)Nc2cccc(C)c2C)c1,-1.5,-4,0,6,-1,1,0,-2,6
CCOc1ccc(NC(c2ccccn2)c2oc(CO)cc(=O)c2O)cc1 (stereo not drawn),0.8,1,-3,3,8,1,1,4,0
COc1ccc2sc(-c3ccc(S(C)(=O)=O)cc3)c(C#CCO)c2c1,x,-2,33,-1,x,x,0,x,-12
C=CCSc1nc2ccccc2n1C(=O)/C=C/c1ccc(OC)c(OC)c1,2.9,-12,2,12,2,0,11,-3,10
COc1ccc(OC)c(N2C(=O)CC(Cc3ccc(Cl)cc3)C2=O)c1 (stereo not drawn),2.5,-5,80,1,2,1,3,-4,0
CC1(C)Cc2ccccc2-c2nnc(-c3cccc(O)c3)n21,-0.1,0,15,-2,2,4,1,0,1
COc1ccc(COC(=O)C2CCN(C(=O)c3ccc(Cl)cc3)CC2)cc1F,3.7,-2,8,0,x,x,0,-1,-2
CN(C)CCNC(=O)/C(=N\O)c1ccccn1,-2.9,-2,-3,5,-7,4,0,-2,-11
O=C(Nc1ccc2c(c1)OCO2)N1CCN(c2ncccn2)CC1,2.8,-36,-2,5,-7,-3,3,-1,-16
Cc1ccc(-n2c(CSc3nc(C)cc(C)n3)n[nH]c2=S)cc1,-1.8,-4,10,7,-6,1,0,-4,-6
Nc1nc2n(n1)C(c1cccc(Cl)c1)CC(c1ccc(F)cc1)N2 (stereo not drawn),0.6,-3,-1,-13,1,-6,2,-3,11
Cc1ccc(C)c(N2CCN(C(=O)c3ccc(CSc4nc5ccncc5[nH]4)cc3)CC2)c1,3.5,1,1,-11,1,2,3,11,2
CS(=O)(=O)Cc1cccc(C(=O)NC2CCSc3ccccc32)c1 (stereo not drawn),-0.7,-3,-5,-1,-10,-2,0,3,-12
COCCCNc1nc(N)c([N+](=O)[O-])c(NC2CCCCC2)n1,3.1,-3,5,3,8,5,0,-2,-4
Cc1ccccc1N1CCN(C2CCCN(C(=O)CCN3CCCCO3)C2)CC1 (stereo not drawn),3.6,-6,-8,9,-16,-1,4,-10,7
CCOc1ccc(CCNC(=O)c2c(C)noc2C)cc1OCC,1.5,12,2,-1,-4,-2,0,-4,5
CC1(C)CCC(=O)N(c2ccccc2)C1=O,-0.1,-7,-1,-5,-5,2,0,-3,9
COC(=O)COc1ccc(C(=O)OC)cc1,0.5,-11,-1,15,-4,0,0,-2,-2
COc1ccccc1C1CCN(c2ccc([N+](=O)[O-])c(OC)c2)CC1,-0.5,-3,-5,1,1,-2,0,1,6
Cc1cccc(NC(=O)Cn2nc(C(F)(F)F)cc2C2CC2)c1,3.3,-6,-13,0,-1,1,3,-1,-1
CC1CCCCN1S(=O)(=O)c1ccc2c(c1)CCN2C(=O)C1CC1 (stereo not drawn),0.1,-8,-12,7,3,-6,1,-5,7
O=C(Nc1ccccc1C(=O)NCCCN1CCOCC1)c1ccccc1,1.2,3,-1,-18,11,-2,0,-2,2
Cc1ccc(NC(=O)CCNS(=O)(=O)c2ccc3c(c2)oc(=O)n3C)cc1C,5.4,-2,0,-1,-3,-11,0,-1,-2
Cc1cc(C(=O)N/N=C/c2ccncc2)c2ccccc2n1,-0.3,7,7,-1,5,-1,2,-1,-2
Cc1ccc(NC(=O)COC(=O)CC2CCCC2)cc1Cl,3.2,11,-3,-5,-2,5,0,2,3
O=C(CN1CCOCC1)Nc1ccccc1Sc1ccc(Cl)cc1,2.1,-3,13,11,4,-1,0,3,13
COc1cc(/C=c2\sc3nc(=O)c(-c4ccccc4)nn3c2=O)ccc1OCCC(C)C,0.1,-11,-7,-1,2,-3,2,2,-5
Cc1ccc(-n2[nH]c(C)c(/C=N/NC(=O)c3ccc([N+](=O)[O-])cc3)c2=O)c(C)c1,2.7,4,5,-2,-3,-1,0,1,-3
O=C(NCC1CCCO1)c1csc2c1CCCCC2 (stereo not drawn),0.6,4,-1,11,-7,-3,7,-5,10
Cc1ccc2c(SCC(=O)NCc3ccco3)nc(-c3ccc(F)cc3)nc2c1,2.8,0,-11,16,14,0,0,4,3
CCCSc1nc(-c2ccccc2)cc(C(F)(F)F)c1C#N,1.1,0,36,5,8,-3,0,-9,-4
O=C(NCc1ccccc1)C(c1ccc(Cl)cc1)N(C(=O)c1csnn1)C1CC1 (stereo not drawn),2.4,4,-4,6,-3,-2,0,1,-4
Cc1ccccc1Nc1nc(N)nc(CSc2nnnn2C)n1,-2.5,5,-4,13,7,-1,2,-2,0
COC(=O)c1ccccc1NC(=O)c1cc[n+]([O-])cc1,-1.0,11,-4,16,-4,-1,5,-2,-1

Random excerpt: two records from the list
mol,PP5 primary,proCasp7 act,GASC-1 inh,VLA-4 inh,core dimer inh,Fh CTSL1 inh,GRK2 aptamer HTS,PP1 counter,proCasp3 act
CCCSc1nc(-c2ccccc2)cc(C(F)(F)F)c1C#N,1.1,0,36,5,8,-3,0,-9,-4
O=C(CN1CCOCC1)Nc1ccccc1Sc1ccc(Cl)cc1,2.1,-3,13,11,4,-1,0,3,13

(more compounds)
mol,PP5 primary,proCasp7 act,GASC-1 inh,VLA-4 inh,core dimer inh,Fh CTSL1 inh,GRK2 aptamer HTS,PP1 counter,proCasp3 act
NC(=S)N/N=C\c1ccccc1OCc1ccccc1,-0.5,-10,-8,-18,16,12,0,-4,-6
CCOC(=O)Cn1nc(-c2ccc(C)cc2)ccc1=O,-0.5,11,2,-10,1,-2,0,-6,0
O=C(O)c1cn(Cc2ccccc2)c2ccccc2c1=O,-0.6,6,14,0,3,1,0,7,7
CCOc1ccc2oc(C(=O)OCC(=O)NC(=O)NC3CCCC3)c(C)c2c1,3.8,2,-5,8,3,1,0,1,1
CC1(C)CC(=O)c2c(O)cc(OCC(=O)NCCc3ccc(S(N)(=O)=O)cc3)cc2O1,-2.2,8,1,-9,2,0,0,-3,3
CC(Oc1cc2oc(=O)c3c(c2cc1Cl)CCC3)C(=O)NCc1ccncc1 (stereo not drawn),4.4,-7,-9,18,-2,-4,0,7,7
CC/C(=N\NS(=O)(=O)c1ccc(C)cc1)c1ccco1,1.0,-12,12,9,3,-4,4,0,10
CC(=O)SCCC(=O)Nc1ccccc1,4.0,2,5,10,-5,-5,3,3,1
O=C(CN1C(=O)c2ccccc2C1=O)N1CCN(c2ccccn2)CC1,3.6,-4,-7,9,-1,1,0,-5,-1
COc1cc(OC)cc(C(=O)N[C@H](C(=O)Nc2nc(-c3cc(OC)ccc3OC)cs2)C(C)C)c1,2.1,-1,23,14,6,-2,1,-4,-3
Cc1sc2ncnc(NC(C)C(=O)O)c2c1C (stereo not drawn),0.7,3,5,10,-1,2,0,-2,2
CC(=O)c1ccc(OCC(=O)OCC(=O)Nc2sccc2C(N)=O)cc1,1.1,-1,1,-1,x,x,17,-1,-9
NS(=O)(=O)c1ccc(NS(=O)(=O)c2ccc(Br)cc2)cc1,3.4,-3,2,0,-2,-3,3,-1,2
O=[N+]([O-])c1cccc(/C=N/N2CCN(c3ccccn3)CC2)c1,2.3,-7,-7,-20,-2,-6,7,0,-4
Nc1ccccc1Sc1ccc(C(=O)c2ccccc2C(=O)O)cc1[N+](=O)[O-],1.2,-38,2,2,0,3,1,0,-40
Clc1nc(Cl)nc(N(c2ccccc2)c2ccccc2)n1,-3.5,-9,-2,6,-1,2,4,-2,-8
COc1ccccc1C(=O)N1CCN(C(=O)Cc2ccccc2)CC1,-2.9,9,-3,6,-4,0,0,-3,15
CCn1c(CCNC(=O)c2cccs2)nnc1SCC(=O)NC1CCCCC1,-0.8,13,5,-3,0,-1,0,1,12
COc1ccc(-n2ncc3c(=O)n(CC(=O)Nc4ccc5c(c4)OCCO5)cnc32)cc1,2.5,2,9,0,-5,1,1,6,6
Cc1cc(C)c(NC(=O)CCCN2CCN(C)CC2)c(C)c1,-1.3,0,7,10,-5,-2,3,0,3
c1ccc(CN2CCN(c3nc(-c4ccccc4)nc(-n4ccnc4)n3)CC2)cc1,3.8,-8,0,-18,7,7,0,8,-4
CCOC(=O)c1cnc2c(C(=O)OCC)cnn2c1N,-4.3,3,-9,17,2,2,0,-4,1
O=C(NCc1nnc(SCC(=O)N2CCCCCC2)o1)c1ccco1,0.4,8,28,8,-4,7,3,-7,-9
COc1ccc(-c2cc(-c3ccc(N)cc3)nc(N)c2C#N)cc1OC,0.8,8,0,-7,9,1,2,-6,-2
CCCNC1=C(C)C(=O)CC1,3.0,11,i,4,3,1,0,-2,11
COc1ccc(/C=C/C(=O)NCCNC(=O)c2ccccc2)cc1OC,-2.7,3,28,3,0,1,1,-1,3
O=C(CCN=C1NS(=O)(=O)c2ccccc21)OCc1cccc(Cl)c1,1.6,-2,-19,-1,-3,0,5,0,2
CCC(C)N1C(=O)CCC1C(=O)N1CCN(c2ccc(F)cc2)CC1 (stereo not drawn),-0.2,7,-5,6,0,-4,0,-4,10
N#Cc1cc([N+](=O)[O-])ccc1Oc1ccc(-c2nnco2)cc1,-0.1,2,-6,0,-17,2,0,-3,4
Cn1c2ccccc2n2c(=O)c(=O)n(CC(=O)c3ccc(Cl)cc3)nc12,1.2,0,-6,11,5,0,1,1,-9
Cc1nc(C)c(C(=O)OCC(=O)Nc2cccc(C)c2C)s1,-1.3,17,-5,4,x,x,2,-4,-4
COc1ccc(CC2(CO)CCN(S(=O)(=O)c3cccc4cccnc34)CC2)cc1,-0.2,18,-6,-2,-2,-6,0,-4,6
